Bioassay records as filed in PubChem BioAssay.
PMI inhibition: human PMI inhibitors, high substrate, primary screen, biochemical, fluorescence intensity, high mannose 6-phosphate (AID 1220). Mannose-6-phosphate isomerase (Homo sapiens). recombinant PMI enzyme, coupled fluorescence intensity; higher % means a stronger effect. inhibition, % at 20 µM; hits with a dose series show IC50 in µM. hit rate 0.66% among 190,000
RSV CPE inhibition: RSV antiviral activity via CPE protection, HEp-2 cells, primary 10 µM value included (AID 2391); HEp-2 cells, RSV-induced CPE inhibition; higher % means a stronger effect; CPE inhibition, % at 10 µM; hits with a dose series show IC50 in µM; hit rate 0.13% among 310,000; in the data active = a potency from the dose series; inconclusive = CPE inhibition mostly from about 23% at the one dose, without a potency; inactive = the rest, 99 in 100 with CPE inhibition below about 21%; also: strong numbers were not always called active
XIAP antagonists: XIAP antagonists, biochemical, IAP family, fluorescence polarization (AID 1018) | E3 ubiquitin-protein ligase XIAP (Homo sapiens) | XIAP BIR domain, fluorescence polarization peptide displacement; higher % means a stronger effect | displacement, % at 20 µM, or IC50 in µM where a hit was titrated | hit rate 0.007% among 200,000; in the data active = displacement above about 50%; also: a part of the inactive calls stands beside numbers as strong as those of hits
Siah-1 displacement: Siah-1 peptide-binding antagonists, primary screen, biochemical, fluorescence polarization, rhodamine-plectin, uHTS (AID 1817); Siah-1 / rhodamine-plectin peptide fluorescence polarization; higher % means a stronger effect; one-dose displacement, % at 20 µM; IC50 in µM for titrated hits; hit rate 0.02% among 290,000;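 active = displacement of at least 50% at 20 µM, with a fluorescence ratio check between 0.3 and a set limit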;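 also: plate controls were Siah plus tracer with DMSO for no effect and tracer alone without Siah for full effect; strong numbers were not always called active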
Myeloid diff 2: induction of myeloid progenitor differentiation, primary screen, cell-based, flow cytometry, MLPCN library; ER-HoxA9 myeloid progenitors, lysozyme-GFP differentiation; calls only at 10 µM; hit rate 1% among 360,000; AID 624256, 2012;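 active = normalized GFP-positive differentiation at or above the plate's own cutoff, the solvent-only control mean plus 3 SD; inconclusive = no clear call, values can overlap the other calls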;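 also: cells exposed to compound for four days before flow analysis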
WT yeast gro inh: growth inhibition of WT strain, primary screen, mitochondrial fusion inhibitor project, WT and mutant strains, chemical genetic; mitochondrial fusion phenotypic screen; inhibition, % at 10 µM; hit rate 2.1% among 190,000; AID 1362, 2008; in the data active = inhibition above about 58%; tested in S. cerevisiae
PhoP inhibition: inhibitors of PhoP regulon expression, primary screen, Salmonella Typhimurium, GFP reporter (AID 1863) | S. Typhimurium PhoP-regulated promoter GFP reporter, 4 h; higher % means a stronger effect | hit rate 0.16% among 300,000 | one-dose inhibition, % at 50 µM; IC50 in µM for titrated hits;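 active = inhibition over 29.93%, a cutoff 3 SD above the screen mean, later confirmed by dose response; inconclusive = inhibition over 29.93% but no dose response follow-up; inactive = inhibition at most 29.93% or unconfirmed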;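 also: 0% = low Mg2+ inducing control and 100% = high Mg2+ repressing control; strong numbers were not always called active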
human PMI inhibition: inhibitors of human PMI, primary screen, biochemical, fluorescence intensity, coupled assay (AID 1209); hit rate 0.42% among 190,000; inhibition, % at 20 µM, or IC50 in µM where a hit was titrated; purified PMI enzyme, coupled fluorescence intensity; higher % means a stronger effect; Mannose-6-phosphate isomerase (Homo sapiens);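 also: plate controls were DMSO vehicle for no effect and wells lacking substrate for full effect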
TNAP activation fold: human TNAP enzyme activators, primary screen, biochemical, luminescent, no phosphate acceptor, uHTS (AID 1001); Alkaline phosphatase, tissue-nonspecific isozyme (Homo sapiens); purified TNAP, luminescent activation assay, no phosphate acceptor; higher activation fold means a stronger effect; activation fold at 20 µM, or EC50 in µM where a hit was titrated; hit rate 0.03% among 200,000; in the data active = activation fold from about 3, or a potency from the dose series; inactive = the rest, 99 in 100 with activation fold below about 1.6; also: many of its hits are not listed in these tables
WT yeast gro inh mutant strain: further read-out of WT yeast gro inh, marked with its call; inhibition, %; mitochondrial fusion phenotypic screen, mutant strain inhibition
Myeloid diff 2 GFP+ MAC1+ %: second read-out of Myeloid diff 2, no call of its own (marks repeat the call); GFP+ MAC1+ double positive, %; measured here: differentiation confirmed by MAC1 staining
An asterisk follows results filed as active; i = inactive; ? = inconclusive; / = no result given. Rule as the data show it, unless noted: active = inhibition above about 50%; inactive = the rest.

molecule,PMI inhibition,RSV CPE inhibition,XIAP antagonists,Siah-1 displacement,Myeloid diff 2,Myeloid diff 2 GFP+ MAC1+ %,WT yeast gro inh,WT yeast gro inh mutant strain,PhoP inhibition,human PMI inhibition,TNAP activation fold
CSc1nc(-c2ccccc2)nc(C(Cl)Cl)n1,-8%,-1.6%,-1.9%,13%,?,/,-8,-22,-29%,4%,1
COCCC(=O)N1CCC(n2nccc2NC(=O)CCc2ccccc2)CC1,/,1.6%,/,3%,i,0.4,/,/,-6%,/,/
N#CCCn1cc(/C=C(\C#N)c2nc3ccccc3s2)c(-c2ccc(F)cc2)n1,19%,1.4%,0.5%,2%,i,0.4,-9,4,-31%,16%,1
COc1ccc(Cl)cc1C(=O)NNC(=O)c1cccnc1,4%,2.7%,-0.6%,2%,i,2.4,3,1,11%,6%,1.1
O=C(c1ccc([N+](=O)[O-])cc1)N1CCOC12CCN(c1ncc(C(F)(F)F)cc1Cl)CC2,-3%,/,-8.8%,1%,i,0.6,-10,5,5%,9%,1.1
Cc1ccc(CN2CCN(C3CCOCC3)CC2CCO)cc1 (stereo not given),20%,-0.5%,-6.1%,5%,i,0.3,0,7,-13%,19%,1.1
CC1CCN(S(=O)(=O)c2ccc(C(=O)Nc3nnc(C4=COCCO4)o3)cc2)CC1,/,1.4%,/,-1%,i,1.1,/,/,-3%,/,/
CC1=CC(C)(C)N2C(=O)C3(C(C#N)=C(N)OC4=C3C(=O)CC(C)(C)C4)c3c(C)c(C)cc1c32 (stereo not given),6%,1.3%,-0.7%,-11%,i,14,13,21,-8%,11%,1
COc1ccc2[nH]c(=O)c(CN(C(C)=O)C3CCCCC3)cc2c1,0%,1.7%,-4.7%,-1%,/,/,17,22,-2%,-20%,1
COc1ccc(-c2nc(CSCC(=O)NCC3CCCO3)c(C)o2)cc1OC (stereo not given),3%,-0.2%,-4.9%,-3%,i,0.7,-9,-8,-3%,14%,1.2
O=C(NC(=S)NCCO)c1cn(-c2ccccc2)nc1-c1ccccc1,12%,0.5%,-5.0%,-1%,i,0.1,4,12,3%,8%,0.9
Cc1ccc(CN2CCSc3ccc(C(=O)NC4CCN(Cc5ccccc5)CC4)cc32)cc1,0%,4.4%,-1.8%,-1%,i,0.2,66,66,-5%,6%,1.1
COc1ccc(C2(CN(C(C)=O)C(C)=O)CCCC2)cc1OC,-3%,-0.1%,-5.0%,4%,i,0.8,-9,2,0%,-1%,1
COc1ccc(-c2cc3ccccc3[nH]2)cc1,/,4.6%,/,-2%,i,0.3,/,/,-4%,/,/
Cc1cc(C)n(CCC(=O)N/N=C/c2ccc(Br)c([N+](=O)[O-])c2)n1,/,0.8%,/,-2%,i,0.1,/,/,3%,/,/
CC(C)Oc1ccc(C(=O)NCCCNC(=O)c2cccnc2)cc1,/,1.1%,/,7%,i,1.0,/,/,5%,/,/
C=CCn1c(SCC(=O)Nc2ccc(F)cc2)nc2ccccc2c1=O,/,0.4%,/,-6%,i,0.6,/,/,14%,/,/
Cc1ccc(-c2nnc(-n3ncc(C#N)c3N)c3ccccc23)cc1C,2%,1.4%,-5.3%,-3%,i,0.8,-8,-1,-15%,9%,1
NNC(=O)CN1C(c2ccc(Br)cc2)=Nc2ccc(Br)cc2C1c1ccccc1 (stereo not given),5%,0.5%,-5.7%,4%,i,0.1,43,-13,3%,13%,1.1
CCOC(=O)c1cnc2c(-c3ccc(Cl)cc3)c(C)nn2c1N,-15%,0.2%,-5.8%,11%,i,0.9,-10,-3,0%,-12%,1.1
O=C(COC(=O)c1ccccn1)Nc1nc(-c2cccc([N+](=O)[O-])c2)cs1,/,0.9%,/,-1%,i,0.4,/,/,-8%,/,/
Cn1nc(C(F)(F)F)c(C#N)c1N1CCN(c2ccc(F)cc2)CC1,4%,24%,-3.5%,-1%,i,0.3,4,39,0%,12%,1.1
O=C1COc2ccc(S(=O)(=O)N3CCC(C(=O)NCc4ccc(F)cc4)CC3)cc2N1,/,0.5%,/,-2%,i,1.2,/,/,0%,/,/
O=C(OCc1ccc(Br)cc1)c1cccnc1,/,0.0%,/,-3%,i,0.8,/,/,10%,/,/
Cc1ccc(Cn2cccc(NC(=O)c3ccco3)c2=O)cc1,28%,4.7%,-1.2%,-3%,i,0.7,23,25,-2%,12%,1.1
COc1cccc(N2CCN(CC(=O)c3c[nH]c4ccc(OC)cc34)CC2C)c1 (stereo not given),6%,29%,-0.9%,-4%,i,0.5,4,21,27%,16%,1.1
COc1cc(/C=C/C(=O)OCN2C(=O)c3ccccc3C2=O)ccc1OC(F)F,/,0.8%,/,9%,i,0.7,/,/,0%,/,/
CCN(CC)c1ccc(C(=O)NNC(=O)CCl)cc1,-53%,-1.1%,-2.4%,-7%,i,0.1,-5,-7,-7%,-46%,1.1
Cc1ccc(S(=O)(=O)Nc2ccc(S(=O)(=O)NCC3CCCO3)cc2)cc1 (stereo not given),/,0.6%,/,11%,i,0.7,/,/,-1%,/,/
Cc1ccc(N2CCN(C(=O)c3cccs3)CC2)cc1C,/,1.5%,/,-2%,i,1.0,/,/,10%,/,/
Cc1ccc(NC(=O)C2C3CCC(O3)C2C(=O)O)cc1Cl (stereo not given),/,6.4%,/,10%,i,0.2,/,/,-5%,/,/
CCC1ON(c2ccccc2)C2c3nc4ccccc4n3CC12 (stereo not given),/,0.5%,/,-4%,i,1.2,/,/,-4%,/,/
CCc1ccc(OCC(=O)N/N=C/c2ccc(OS(=O)(=O)c3ccc(C)cc3)c(OC)c2)cc1,9%,13%,-3.0%,3%,i,0.4,13,0,14%,15%,1
COc1ccc(NC(=O)C2CCN(S(=O)(=O)c3ccc(OC)c(OC)c3)CC2)cc1,13%,1.9%,-5.2%,5%,i,2.1,-6,-14,-12%,16%,1.2
COc1ccccc1CNC(=O)C1CCCN(S(=O)(=O)c2cnc[nH]2)C1 (stereo not given),-7%,-0.8%,-12%,0%,i,2.0,-5,-11,-10%,-4%,1
CCOc1ccc(-n2c(C)nc3c(cnn3-c3ccc(Cl)cc3)c2=O)cc1,6%,/,0.1%,2%,i,0.9,-3,2,-3%,10%,1.1
COc1ccc(NC(=O)CC(C)CC(=O)NCc2ccc(F)cc2)c(OC)c1 (stereo not given),/,0.4%,/,10%,i,0.4,/,/,-3%,/,/
Cc1cccc(CSC(=N)N)c1,-5%,2.5%,-2.7%,6%,i,0.3,7,-4,15%,4%,0.6
CS(=O)(=O)Nc1ccc(-c2cc(/C=C3\SC(N)=NC3=O)c[nH]c2=O)cc1,/,0.2%,/,-1%,i,1.1,/,/,4%,/,/
Cc1ccc(NC(=S)Nc2ccc3cn[nH]c3c2)cc1C,15%,4.1%,-11%,5%,i,0.5,3,-9,10%,20%,1.1
COc1ccc2cc(CN(CCCN3CCOCC3)Cc3nnnn3C3CCCC3)c(=O)[nH]c2c1,-4%,-0.3%,-4.2%,-8%,i,0.9,16,14,-3%,-7%,1.1
Cc1cc(C)cc(NC(=O)C(NCCN2CCOCC2)c2ccccc2)c1 (stereo not given),-2%,-0.3%,-2.6%,14%,i,0.6,11,3,9%,1%,1.1
O=C(NNC(=O)c1ccncc1)Nc1cccc(C(F)(F)F)c1,/,1.1%,/,7%,i,1.1,/,/,-1%,/,/
O=C(Cn1nc(-c2ccccc2)ccc1=O)NCC1CCCO1 (stereo not given),-7%,-0.5%,-4.0%,3%,i,1.1,16,5,-7%,-3%,1.1
O=C1/C(=C/c2ccc(F)cc2)SC(=S)N1NS(=O)(=O)c1ccccc1,/,5.4%,/,5%,i,0.6,/,/,-5%,/,/
CCOc1ccccc1N(C(=O)CNS(=O)(=O)c1ccccc1)C(CC)C(=O)NCc1ccco1 (stereo not given),-7%,1.3%,-3.9%,-6%,i,1.2,3,6,-7%,0%,1.1
CCC(=O)Nc1cccc(-n2nnnc2SCC(=O)N(C(C)C)C(C)C)c1,6%,0.6%,-7.6%,-3%,i,0.4,-7,-4,4%,1%,1.1
CCOC(=O)c1oc2ccccc2c1NC(=O)c1cc(OC)cc(OC)c1,5%,1.3%,-3.1%,0%,i,1.7,4,-37,-9%,8%,1.1
COc1cc(-c2nn3c(Cc4ccccc4)nnc3s2)cc(OC)c1OC,10%,0.2%,0.0%,0%,i,0.0,19,8,-7%,16%,1.1
Cn1c(=O)[nH]c(Nc2ccccc2)c([N+](=O)[O-])c1=O,-6%,-1.2%,-6.2%,15%,i,0.5,-13,9,-5%,-6%,1.1
CCN(CCNC(=O)C1CCN(S(=O)(=O)CC)CC1)c1ccccc1,11%,1.3%,-0.3%,4%,i,1.8,14,-1,1%,7%,1.1
Cc1nn(C)c(NC(=O)c2ccc(Cl)cc2)c1Cl,/,3.5%,/,-2%,i,0.8,/,/,-2%,/,/
CC(=O)O/N=C/c1c(NCc2ccccc2)nc2c(C)cccn2c1=O,/,54%,/,3%,i,0.2,/,/,-7%,/,/
CCCCCCOC(=O)CCn1[nH]c(=O)c2ccccc2c1=O,-1%,1.2%,-2.9%,-3%,i,0.3,-7,8,-12%,-8%,1
c1ccc(-c2ccc(-c3csnn3)cc2)cc1,2%,3.5%,2.8%,3%,i,0.2,11,17,-3%,9%,1.1
COC(=O)Nc1ccc(S(=O)(=O)N2CCCC(C(=O)O)C2)cc1 (stereo not given),9%,2.8%,-4.5%,-2%,i,0.6,-3,-2,-11%,5%,1.1
